Mdm2 MdmX PPI – inhibitors of human Mdm2/MdmX interaction; O15151+Q00987; SaOS-2 split-luciferase Mdm2/MdmX complementation, luminescence; inhibition, % at 8 µM; 3% of 330,000 active; AID 485346;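 active = inhibition of at least 50% at 8 µM in the primary screen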
Target sequence (O15151 whole entry, looked up): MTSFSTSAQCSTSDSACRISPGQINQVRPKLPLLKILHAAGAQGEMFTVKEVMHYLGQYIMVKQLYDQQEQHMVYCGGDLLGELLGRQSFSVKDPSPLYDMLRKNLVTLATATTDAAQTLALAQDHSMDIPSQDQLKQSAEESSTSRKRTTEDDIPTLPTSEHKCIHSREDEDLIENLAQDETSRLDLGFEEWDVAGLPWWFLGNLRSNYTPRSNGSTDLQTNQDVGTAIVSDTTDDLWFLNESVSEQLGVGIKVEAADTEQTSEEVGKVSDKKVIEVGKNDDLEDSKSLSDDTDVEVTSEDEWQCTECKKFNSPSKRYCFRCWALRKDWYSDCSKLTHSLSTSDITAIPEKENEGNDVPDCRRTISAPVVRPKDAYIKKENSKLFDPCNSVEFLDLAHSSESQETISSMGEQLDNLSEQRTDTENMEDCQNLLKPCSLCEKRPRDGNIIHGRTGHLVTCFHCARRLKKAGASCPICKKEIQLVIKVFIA
Target sequence (Q00987 whole entry, looked up): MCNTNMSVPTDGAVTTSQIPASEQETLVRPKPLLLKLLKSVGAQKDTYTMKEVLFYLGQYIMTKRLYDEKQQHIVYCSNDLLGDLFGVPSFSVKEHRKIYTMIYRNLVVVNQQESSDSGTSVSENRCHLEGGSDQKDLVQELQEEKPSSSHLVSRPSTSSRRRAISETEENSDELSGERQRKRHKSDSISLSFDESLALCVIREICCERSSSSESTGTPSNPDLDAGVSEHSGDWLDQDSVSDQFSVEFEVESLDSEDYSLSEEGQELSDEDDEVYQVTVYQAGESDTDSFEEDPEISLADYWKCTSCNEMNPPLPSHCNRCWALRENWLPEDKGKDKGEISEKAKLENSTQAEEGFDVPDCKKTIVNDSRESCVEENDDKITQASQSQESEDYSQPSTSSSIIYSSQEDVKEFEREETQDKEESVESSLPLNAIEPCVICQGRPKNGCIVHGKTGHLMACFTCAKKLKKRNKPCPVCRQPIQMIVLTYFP
TIM10 inh – TIM10 yeast growth inhibition. S. cerevisiae TIM10 strain growth, BacTiter-Glo luminescence, 24 h. inhibition, % at 10 µM. 1.4% of 330,000 active. AID 463195;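 active = inhibition of 40% or more at the single tested concentration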;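 also: wild-type TIM10 isogenic control strain grown at permissive 25 °C; 0% = DMSO yeast wells and 100% = minimal medium wells without yeast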
CHOP UPR activ – apoptotic UPR (CHOP) activation; activation, % at 10 µM; 0.34% of 330,000 active; AID 449763; CHO-CHOP luciferase reporter, luminescence; percent of tunicamycin response over DMSO baseline;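 active = at 10 µM dose, activation of 40% or more, normalized to positive control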;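 also: 100% = tunicamycin at 10 µg/mL and 0% = DMSO alone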
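Dosing – one dose, 10 µM in 0.5% DMSO · System – CHO-CHOP cells, stable luciferase reporter of PERK-eIF2a-CHOP signalling · Input – 500 cells/well · Control set – tunicamycin 10 µg/mL final as positive, DMSO-only wells as negative · Timing – 6 h compound treatment, 37 °C · Measure – % activation vs tunicamycin · Technique – luminescence read with Steady-Glo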
NALP3 yeast inh – NALP3 inhibition in yeast; inhibition, % at 10 µM; AID 2825; 0.39% of 330,000 active; Yeast reconstituted NLRP3/ASC/caspase-1, beta-gal luminescence, 24 h;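 active = inhibition of 50% or more; inactive = inhibition below 50%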;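 also: plate controls were induced DMSO wells for no effect and uninduced yeast grown without galactose for full effect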
XBP1 UPR activ – activators of adaptive arm of unfolded protein response (XBP1) | CHO-XBP1 luciferase reporter, IRE1-XBP1 UPR activation, luminescence; percent of tunicamycin response, DMSO as zero | 0.33% of 330,000 active | activation, % at 20 µM;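 active = versus positive control, 20 µM dose yields 30% or more activation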;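 also: 100% = tunicamycin at 10 µg/mL and 0% = DMSO only wells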
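Material: CHO-XBP1 cells stably carrying IRE1-XBP1-driven luciferase reporter / Amount: 1000 cells per well / Compound: 20 µM, 1% DMSO / Times: 6 h treatment, 37 °C / Detection: luciferase luminescence / Measure: % activation of reporter signal versus tunicamycin and DMSO controls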
APJ agonist – APJ receptor agonism | P35414 | CHO-K1 APJ PathHunter beta-arrestin, luminescence; 0% DMSO wells, 100% apelin | activation, % at 20 µM | 0.11% of 330,000 active;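 active = activation more than six SD over the plate average, tested at 20 µM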;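 also: 0% = DMSO alone and 100% = apelin-13 at 10 nM; some results filed as inactive read as strong as hits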
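Assay system: CHO-K1 APJ beta-arrestin complementation cell line / Compound: single test compound dose, 20 µM final, 1% DMSO / Times: overnight seeding, 90 min compound at 25 °C, 1 h detection / Technique: beta-gal luminescence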
NR3A LBD binder – NR3A (human) ligand-binding domain modulation; NR3A LBD differential scanning fluorimetry, Tm shift; 0% = protein alone, 100% = glycine-bound protein; Tm shift relative to glycine control, % at 25 µM; 2.5% of 340,000 active;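 active = melting temperature shift of at least 10% of the positive control shift, at one fixed dose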
tim10-1 inh – inhibits growth of tim10-1 mutant yeast. AID 463190. 2.2% of 330,000 active. inhibition, % at 20 µM. S. cerevisiae tim10-1 ts strain growth, BacTiter-Glo, 24 h;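 active = inhibition of at least 40%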;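 also: mutant grown at 25 °C; 0% = DMSO wells with yeast and 100% = wells holding no yeast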
tim23-1 inh – growth inhibitors of tim23-1 mutant yeast | S. cerevisiae tim23-1 growth, BacTiter-Glo luminescence, 24 h | AID 463212 | 1.3% of 330,000 active | inhibition, % at 20 µM;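 active = growth inhibition of the mutant yeast at or above 50%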;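 also: temperature-sensitive mutant grown at 25 °C; plate controls were DMSO-treated mutant yeast for no effect and medium wells lacking yeast for full effect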
An asterisk follows results filed as active; . = no result given.

SMILES	Mdm2 MdmX PPI	TIM10 inh	CHOP UPR activ	NALP3 yeast inh	XBP1 UPR activ	APJ agonist	NR3A LBD binder	tim10-1 inh	tim23-1 inh
CCCC12CN3CC(C)(CN(C1)C31CCCCC1)C2=O	3	-9	-0.6	7	-1	-3	0	11	7
Cc1nc(C(=O)NNC(=O)c2ccccc2)c(C(F)(F)F)o1	-10	8	4.6	-9	0	-1	0	10	8
CC(C)(C)NC(=O)NC(=O)CN1CCN(S(=O)(=O)c2ccc3c(c2)OCCO3)CC1	-9	16	-0.5	8	-1	-4	2	0	14
CC(C)(C)OC(=O)C(C)(C)Sc1nnc(N)s1	-4	14	-1.7	19	0	0	-2	3	7
CCCCC(=O)Nc1cccc(NC(=O)c2cccnc2Cl)c1	-6	3	-0.4	12	-2	-1	0	2	9
Cc1c(Cl)cccc1NC(=O)CCN1CCCC(C)C1 (stereo not given)	7	4	-0.2	-6	-2	0	-1	-11	-16
Nc1nc(SCC(=O)Nc2ccc(Cl)cc2C(F)(F)F)n[nH]1	6	5	-1.9	2	-2	2	1	3	3
CCc1ccc(C(=O)Nc2ccc(C)c(NS(C)(=O)=O)c2)cc1	11	-4	2.8	2	5	2	-1	5	26
COc1cc(NC(=O)c2ccc(Cl)cc2)c(OC)cc1NC(=O)CN1CCCCC1	-3	13	1.9	20	-3	2	2	18	6
CCCCc1nc(SCCOC)c2c(=O)n(C)c(=O)n(C)c2n1	1	-1	-2.0	4	3	-1	1	-8	11
Cc1nc(CSc2nsc(C)c2C#N)cs1	5	-1	-0.9	13	-2	-2	-4	4	15
COc1cccc(C2CC(c3ccc(NS(C)(=O)=O)cc3)=NN2C(=O)c2ccccc2)c1OC (stereo not given)	5	23	-1.6	26	-1	0	-5	19	16

An excerpt of these results, as a markdown table:
| smiles | Mdm2 MdmX PPI | TIM10 inh | CHOP UPR activ | NALP3 yeast inh | XBP1 UPR activ | APJ agonist | NR3A LBD binder | tim10-1 inh | tim23-1 inh |
| --- | --- | --- | --- | --- | --- | --- | --- | --- | --- |
| CCc1ccc(C(=O)Nc2ccc(C)c(NS(C)(=O)=O)c2)cc1 | 11 | -4 | 2.8 | 2 | 5 | 2 | -1 | 5 | 26 |
| Cc1c(Cl)cccc1NC(=O)CCN1CCCC(C)C1 (stereo not given) | 7 | 4 | -0.2 | -6 | -2 | 0 | -1 | -11 | -16 |
| COc1cc(NC(=O)c2ccc(Cl)cc2)c(OC)cc1NC(=O)CN1CCCCC1 | -3 | 13 | 1.9 | 20 | -3 | 2 | 2 | 18 | 6 |
| CC(C)(C)NC(=O)NC(=O)CN1CCN(S(=O)(=O)c2ccc3c(c2)OCCO3)CC1 | -9 | 16 | -0.5 | 8 | -1 | -4 | 2 | 0 | 14 |
| Cc1nc(C(=O)NNC(=O)c2ccccc2)c(C(F)(F)F)o1 | -10 | 8 | 4.6 | -9 | 0 | -1 | 0 | 10 | 8 |

Next part:
SMILES	Mdm2 MdmX PPI	TIM10 inh	CHOP UPR activ	NALP3 yeast inh	XBP1 UPR activ	APJ agonist	NR3A LBD binder	tim10-1 inh	tim23-1 inh
O=C(CNC(=O)Cn1ccc2ccccc2c1=O)NCCCN1CCN(c2cccc(Cl)c2)CC1	-7	13	-0.4	8	0	2	2	11	29
Cc1ccc(C)c(NS(=O)(=O)c2cc(C(=O)NCc3ccco3)ccc2C)c1	17	5	8.3	-16	1	-2	0	11	29
O=C(c1ccc(N2CCN(C(=O)c3ccc(F)cc3F)CC2)cc1)c1cccc(F)c1	24	3	-0.2	12	-5	7	2	18	23
CN(C(=O)CSc1nc(N)cc(N)n1)C1CCS(=O)(=O)C1 (stereo not given)	3	7	0.8	5	-4	-4	0	1	0
CC(C)(C)NC(=O)CCC1COc2ccccc2O1 (stereo not given)	34	0	1.3	8	-1	2	1	3	15
CCOc1ccc(CCNC(=O)Cn2ccc3cc(S(=O)(=O)N4CCCC4)ccc32)cc1	27	11	-2.1	-3	-2	0	0	12	16
Cc1ccc(S(=O)(=O)N2CCCCC2)cc1NC(=O)COc1ccccc1F	21	10	0.6	-57	-1	-2	2	36	10
c1ccc(-c2ccccc2OCCN2CCCCC2)cc1	8	2	3.2	10	0	-3	-6	16	1
CC1(C)Cc2cccc(OCC(=O)N3CCN(S(=O)(=O)c4ccc(F)cc4)CC3)c2O1	2	2	-2.3	-3	-3	-2	2	32	17
Fc1ccc(/C=C2\CCCC3=C2Nc2ncnn2C3c2ccc(F)cc2)cc1 (stereo not given)	99*	37	15	16	-1	3	-1	38	32
CCN(C(=S)Nc1cc(S(=O)(=O)N2CCOCC2)ccc1Cl)c1cccc2ccccc12	17	10	1.0	20	0	7	-4	13	18
CCOc1ccc(N2CC(C(=O)NCCN3C(=O)S/C(=C\c4ccc(OC)cc4)C3=O)CC2=O)cc1 (stereo not given)	-29	24	3.1	16	2	-2	-4	18	10
CCC(=O)NCc1c(C)c(C)n(Cc2ccccc2)c1-n1cccc1	34	17	-0.6	22	-4	-4	-3	14	11
CCOc1ccc(CNC(=O)C2CCN(c3nnc(C)c4c(C)n(-c5ccc(C)cc5)nc34)CC2)cc1	87*	11	4.3	8	5	0	1	3	-4
CN(C)S(=O)(=O)N1CCC(C(=O)O)(c2ccccc2)CC1	6	-2	-0.8	12	1	4	5	-6	-11
Cc1cc(C)c2c(c1)cc(C)c1nnc(SCC(=O)N3CCCc4ccccc43)n12	2	32	-0.4	-2	0	-2	-1	25	30
O=C(COC(=O)Cc1n[nH]c(=O)c2ccccc12)NNC(=O)c1ccccc1	6	-5	-1.0	24	-2	-3	-1	-17	-18
O=C(CCc1ccccc1)NNC(=O)c1ccco1	4	-1	3.8	22	0	18	2	5	22
COC(=O)C1C(=O)c2c([nH]c(C(=O)OC3CCCC3C)c2C)CC1C (stereo not given)	-136	11	3.2	11	3	-3	0	28	25
CCOC(=O)[C@H]1[C@H]2COc3ccc(OC)cc3[C@@H]2N2C(=O)CN(Cc3ccc(OC)cc3)C(=O)[C@@]12C	17	18	-1.3	9	-2	-3	1	20	20
Nc1nnc(Cc2ccccc2)s1	22	-14	2.1	2	-2	2	1	12	1
O=C(NNC(=O)c1ccc(S(=O)(=O)N2CCCCC2)cc1)c1ccc(F)cc1	5	9	1.4	2	0	-1	-1	36	34
Cc1cccc(C(=O)N/C(=C/c2ccco2)C(=O)N2CCCCCC2)c1	6	21	0.0	14	-1	-7	2	27	24
COc1cc(C(=O)OCC(=O)Nc2cc(C)on2)c([N+](=O)[O-])cc1OC	-29	16	-0.5	12	-1	0	-2	10	0
COc1ccc(/C=C/C(=O)c2ccccc2O)cc1	-57	13	7.1	20	9	6	6	20	32
Cc1ccc(C(=O)N/C(=C/c2ccco2)C(=O)NCCc2c[nH]c3ccccc23)cc1C	37	-7	1.2	1	-2	1	0	11	18
COc1ccc(N2CCN(C(=O)CSc3nnc4c(C)cc5ccccc5n34)CC2)cc1	-3	8	-0.4	13	-2	6	0	27	25
CCn1c(SCC(=O)N/N=C/c2ccncc2)nc2ccccc21	-18	5	-0.8	-6	-2	2	-1	0	16
C=CCNC(=O)C1CCCN(S(=O)(=O)c2ccc(-n3cnnn3)cc2)C1 (stereo not given)	7	-12	-0.4	8	-3	2	-5	2	11
COC(=O)C1CCN(C(=O)COc2cc3sc(C)nc3c3sccc23)CC1	7	6	-0.8	-4	-1	2	-1	17	12
CC1(C)Cc2ccccc2C(NNC(=O)c2ccccc2)=N1	6	-4	-2.3	-4	0	-4	0	-2	11
O=C(NCC(=O)N1CCN(C(=O)c2ccco2)CC1)c1cccc(Cl)c1	19	-1	0.7	-8	0	-2	0	-11	0
COc1ccc(N=C2SC(CC(=O)Nc3ccccc3)C(=O)N2Cc2ccco2)cc1 (stereo not given)	18	7	0.4	6	-2	-1	-4	37	24
CS(=O)(=O)c1ccc2nc(NC(=O)c3ccc(NS(=O)(=O)c4ccc(F)c(F)c4)cc3)sc2c1	22	22	1.4	1	-1	-3	24*	5	-1
COC(=O)CCCN1C(=O)NC(c2ccc(-c3ccccc3)cc2)C(C(=O)OCc2ccccc2)=C1C (stereo not given)	22	2	4.8	.	-1	.	-4	13	26
CN(C)C(=O)c1cn(N(C)c2ncc(C(F)(F)F)cc2Cl)c(=O)c2ccccc12	0	5	-2.3	12	3	-4	-3	11	-1
COc1ccc(-c2nnc(N(C)C(=O)c3ccno3)s2)cc1	-48	3	-0.5	5	-4	-3	1	12	6
CC(C)(C)c1cc(CCC(=O)N2CCCC2)cc(C(C)(C)C)c1O	1	21	1.1	5	-3	9	0	15	26
NS(=O)(=O)c1ccc(NC(=S)Nc2ccc(S(=O)(=O)N3CCCC3)cc2)cc1	-8	5	0.2	-17	-2	-3	-1	3	10
COc1ccc(OC(=O)C(C)N2C(=O)c3ccccc3C2=O)cc1 (stereo not given)	15	-39	-0.9	31	-5	-1	-1	0	9
CCOC(=O)/C(C#N)=C1/C(=O)N(Cc2ccccc2)c2ccccc21	33	31	-0.6	15	-3	-1	2	49*	48
CCCCCCNC(=O)CSc1nccn1Cc1ccccc1	10	13	2.9	17	-1	4	-1	26	17
N#Cc1c(SCC(=O)O)nc(-c2ccccc2)c2c1CCCC2	10	7	-1.8	-5	2	-2	1	10	14
O=[N+]([O-])c1cccc(COc2ncnc3cc([N+](=O)[O-])ccc23)c1	15	16	-2.1	4	-4	7	-3	27	27
CC1(C)CN(c2ccc(CC#N)cc2)C1=O	2	-21	-0.7	39	-2	1	2	-15	18
Cc1[nH]c(=O)[nH]c(=O)c1S(=O)(=O)N1CCOCC1	13	-28	2.8	-12	3	1	1	-3	1
CCN1CCCC1CNc1ncnc2c1[nH]c1ccc(F)cc12 (stereo not given)	-16	6	-0.1	14	-5	-2	-3	-10	3
COCc1cc(=O)n2[nH]cc(-c3ccccc3)c2n1	7	-5	3.2	0	-1	-2	-1	4	8
Cc1cc(Oc2ccccc2)nc(N)n1	7	-4	1.8	16	0	3	-1	11	-3
CC1CCCCN1S(=O)(=O)c1ccc(NC(=O)c2cccc(-n3cnnn3)c2)cc1 (stereo not given)	32	-7	-1.0	-7	0	1	-4	18	3
COC(=O)c1c(NC(=O)C2CCCCC2)sc2c1CC(C)(C)NC2(C)C	43	12	0.5	19	-1	-2	1	24	7
Cc1ccc(-c2nnc(-c3cccc(NC(=O)c4cccs4)c3)o2)cc1	19	14	3.6	19	2	1	20*	3	13
CCCOc1ccc(N2C(=O)CC(NCC#N)C2=O)cc1 (stereo not given)	21	2	0.7	36	-4	-4	2	-14	-4
CC(C)C[C@H](NC(=O)c1[nH]cnc1C(=O)Nc1ccccc1)C(=O)OC(C)(C)C	57*	15	1.5	16	5	0	-8	21	38
COC(=O)CSc1nc(C)c(C)c(C)c1C(N)=O	15	-13	-0.1	-11	-3	-3	1	5	1
CC(=O)NS(=O)(=O)c1ccc(NC(=O)c2ccc3c(c2)NC(=O)CS3)cc1	-14	-1	1.4	8	-1	-2	-1	-19	0
O=C(CC1SC(N2CCOCC2)=NC1=O)Nc1ccc(F)cc1 (stereo not given)	23	-2	-0.7	1	-1	-5	0	-12	-5
COc1ccc(S(=O)(=O)N2CCCCC2)cc1Br	24	11	-0.9	15	-3	6	3	14	-12

Assay outcomes as filed in PubChem.
